DRD3 antagonist – blocks the human D3 dopamine receptor; P35462; D3R cells, DiscoveRx beta-arrestin luminescence, antagonist mode; active compounds read low; max response, negative = inhibition, %; hit rate 2.5% among 360,000; AID 652054; in the data active = max response below about -50%; inconclusive = no clear call, values can overlap the other calls; also: % is scaled to controls: 0 for no effect and ±100 for the full control effect; mostly tested at two doses, the higher about 12 µM
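Cells expressing the human receptor were seeded at 1500 cells/well, incubated overnight at 37 degrees C in 5% CO2, then exposed to library compounds with dopamine controls for 90 minutes at 37 degrees C before luminescent detection.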
IL2 activator – activates IL-2 in a cell-based reporter assay; hit rate 0.065% among 360,000; activation, % (series mostly up to about 46 µM); IL-2 activation reporter assay, cell-based qHTS; stimulated with anti-CD3/CD4/CD28 beads; in transgenic mouse T cells; in the data active = activation above about 50%; inconclusive = mostly about 30% to 49%; also: 0% is about no effect
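Using fluorescent plate cytometry, EGFP and DsRed are detected in transgenic mouse T cells stimulated 18 h at 37 degrees C with antibody-coated beads after 60 min compound pretreatment.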
D3 ag – activates the human D3 dopamine receptor; max activation, %; AID 652048; hit rate 0.58% among 410,000; P35462; D3R DiscoveRx beta-arrestin cells, luminescence, 90 min; in the data active = max activation above about 30%; also: 0% is about no effect; mostly tested at two doses, the higher about 12 µM
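Agonist mode: compounds and dopamine controls were applied to plated cells for 90 min at 37 degrees C after an overnight attachment at 1500 cells/well. Luminescent read-out followed 30 - 60 minutes at room temperature with DiscoveRx detection reagent.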
GLP1R ag – GLP-1 receptor (human) agonism | HEK293 GLP-1R CRE-luciferase, luminescence, 4-6 h; cells express a hypersensitive GLP-1R form | hit rate 0.007% among 380,000 | Potency, µM (top dose mostly 45.6 µM), for inactives: at the highest dose activation, usual class: activators; also: potency is read from the fitted curve at half-maximal effect; % of control where 0% means no effect
Target sequence (P43220 whole entry, looked up): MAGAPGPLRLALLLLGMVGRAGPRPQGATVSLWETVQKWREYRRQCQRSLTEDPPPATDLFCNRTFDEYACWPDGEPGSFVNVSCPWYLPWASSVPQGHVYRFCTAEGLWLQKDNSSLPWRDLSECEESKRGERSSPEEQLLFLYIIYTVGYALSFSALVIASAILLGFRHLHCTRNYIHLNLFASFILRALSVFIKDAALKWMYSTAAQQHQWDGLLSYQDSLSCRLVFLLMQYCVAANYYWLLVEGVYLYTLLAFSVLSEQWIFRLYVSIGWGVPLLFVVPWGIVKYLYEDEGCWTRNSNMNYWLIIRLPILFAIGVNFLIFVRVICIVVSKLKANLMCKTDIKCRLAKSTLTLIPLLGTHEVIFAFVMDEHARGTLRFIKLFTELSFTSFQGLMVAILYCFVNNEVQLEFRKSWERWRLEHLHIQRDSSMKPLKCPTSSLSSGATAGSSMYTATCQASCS
GLP1R inv ag – GLP-1 receptor (human) inverse agonism | HEK293 GLP-1R CRE-luciferase, luminescence, 24 h; GLP-1R form is constitutively active | Potency, µM (titrated, usually from 38.3 µM), inactives show top-dose activity change, negative = inhibition, most hits filed as inhibitors | hit rate 1.6% among 410,000 | AID 624417; also: potency is read from the fitted curve at half-maximal effect; % is scaled to controls: 0 for no effect and ±100 for the full control effect; nearly all actives have a fitted effect of over 55% in size
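Using stably transfected HEK293 (constitutively active GLP-1R, cAMP-luciferase reporter), compounds were incubated 24 hr and luciferase measured by luminescence.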
PI5P4K alpha inh – blocks human PI5P4K alpha kinase activity; P48426; PI5P4Kalpha enzyme, ADP-Glo luminescence, 60 min; active compounds read low; max response, %; hit rate 1.2% among 330,000; AID 652105; active = max response of -50% or lower; inconclusive = between -30% and -50%; inactive = -30% or higher; also: value at the top dose of about 77 µM; % is scaled to controls: 0 for no effect and ±100 for the full control effect
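Enzyme plus substrate dispensed, test compounds pinned in, then ATP (5 microM final) added. After 60 min at RT, ADP-Glo reagent 1 for 45 min and reagent 2 for 30 min preceded luminescence imaging.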
HEK293 tox – cytotoxic in the GLP-1 receptor inverse agonist counter-screen; HEK293 cAMP-luciferase reporter cells, luminescence, 24 h; hit rate 0.13% among 410,000; AID 624418; Potency, µM (doses to about 38.3 µM), for inactives: at the highest dose activity change, negative = inhibition, usual class: inhibitors;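 also: loss of luciferase light is scored as toxicity; potency is read from the fitted curve at half-maximal effect; % is scaled to controls: 0 for no effect and ±100 for the full control effect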
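Quantitative HTS format, 1536 wells, 200 cells/uL seeded. Compounds: 23 nL, 24 h, 37 °C. Detection: luciferase reagent, luminescence at 12 min RT; decreased signal taken as cytotoxic.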
PLK1 PBD block – blocks phosphopeptide binding to human PLK1 polo-box domain | P53350 | Plk1 PBD binding of FITC phosphopeptide, fluorescence polarization | Potency, µM, inactives show max response, negative = inhibition, hits mostly inhibitors | hit rate 2.8% among 360,000; also: potency is read from the fitted curve at half-maximal effect; series mostly up to about 57 µM; % is scaled to controls: 0 for no effect and ±100 for the full control effect; nearly all actives have a fitted effect of over 65% in size
Target sequence (P53350 whole entry, looked up, the tested form may be a part): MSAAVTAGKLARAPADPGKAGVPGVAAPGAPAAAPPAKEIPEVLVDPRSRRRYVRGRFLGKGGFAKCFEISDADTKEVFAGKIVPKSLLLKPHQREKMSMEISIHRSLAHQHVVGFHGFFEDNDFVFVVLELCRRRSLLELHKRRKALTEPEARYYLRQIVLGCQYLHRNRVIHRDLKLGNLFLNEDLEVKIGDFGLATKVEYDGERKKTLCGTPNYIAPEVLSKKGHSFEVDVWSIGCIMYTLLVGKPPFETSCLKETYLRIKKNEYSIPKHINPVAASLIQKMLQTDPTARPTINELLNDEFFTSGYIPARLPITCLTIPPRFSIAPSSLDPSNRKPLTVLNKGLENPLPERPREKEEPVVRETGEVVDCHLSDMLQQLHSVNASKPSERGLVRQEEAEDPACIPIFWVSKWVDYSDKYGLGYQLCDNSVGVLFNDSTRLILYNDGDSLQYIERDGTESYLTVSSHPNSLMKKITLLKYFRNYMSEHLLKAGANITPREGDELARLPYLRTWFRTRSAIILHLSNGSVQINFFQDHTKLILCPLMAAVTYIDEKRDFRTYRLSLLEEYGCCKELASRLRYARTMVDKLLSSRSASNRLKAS
WRN inhibitor – blocks human WRN helicase; Q14191; WRN helicase unwinding, fluorescent forked duplex, kinetic; Potency, µM (top dose mostly 114 µM), without a hit: at the top dose activity change, negative = inhibition, hits mostly inhibitors; hit rate 0.46% among 360,000; AID 651768; also: potency is read from the fitted curve at half-maximal effect; % is scaled to controls: 0 for no effect and ±100 for the full control effect; nearly all actives have a fitted effect of over 55% in size
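Primary qHTS, 1536-well format. 20 nM WRN + compound, 15 min RT; start with 100 nM forked fluorophore/quencher duplex, 2 mM ATP (final); kinetic read ex 525/em 598 nm.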
Numbers without * were called inactive; ? = inconclusive; . = not tested or not shown; [ ] = dose if it differs, or a comment. Unless noted, calls follow the shape of the dose curve; as a rule, active = well fitted curve in the direction sought with a large enough effect; inconclusive = small, poorly fitted or top-dose-only effect, or another doubt; inactive = no such curve, though single readings can be large; an effect the other way counts as inactive or inconclusive. Random draw from the library; about 7.8% have a hit in one of these screens.

Every second line gives: PLK1 PBD block	DRD3 antagonist	GLP1R inv ag	HEK293 tox	IL2 activator	D3 ag	GLP1R ag	PI5P4K alpha inh	WRN inhibitor
Nc1cc(Cl)ccc1C(=O)OCC(=O)NC(=O)NCc1ccccc1
    0%	7	17%	-10%	3.0	3	-9%	2	-9%
CCOC(=O)c1c(-c2ccccc2)oc2ccc(O)c(CN3CCCC3)c12
    -6%	-18	0%	?	-0.2	1	0%	-3	-10%
CC(=O)CC(C)(C)S(=O)(=O)c1ccc(Oc2ccc(S(=O)(=O)C(C)(C)CC(C)=O)cc2)cc1
    -6%	0	0%	-8%	1.2	1	0%	9	-2%
COc1ccc(C(=O)NC2CC2)cc1OC1CCN(Cc2ccccc2F)CC1
    7%	7	-21%	-20%	-1.5	-3	-10%	-2	2%
CSc1ccccc1NC(=O)CN1CC(C)OC(C)C1 (stereo not given)
    6%	20	-8%	-8%	-3.0	11	5%	3	-2%
c1ccc(-n2nnc(-c3nccs3)n2)cc1
    -25%	2	8%	5%	0.1	-2	-3%	-20	4%
C/C(CC(=O)Nc1ccc(Cl)cc1C(F)(F)F)=N\NC(=O)c1cccs1
    -2%	7	?	2%	0.4	3	9%	1	-3%
COc1cc(C)c(N(C(C)=O)c2ccccc2)c(C)c1
    1%	-12	-15%	-4%	-0.4	-3	-8%	-4	-1%
Cc1ccc(CN2CC34C=CC(O3)C(C(=O)NCc3ccco3)C4C2=O)cc1 (stereo not given)
    -9%	14	3%	2%	-2.0	1	-4%	.	1%
Cc1cccc(N(CC(=O)NC(C)C)C(=O)CCC(=O)Nc2ccccn2)c1
    -4%	4	-7%	-5%	0.0	0	-6%	3	-3%
COc1ccc(-c2ccc(CN3C(CC(C)C)C(=O)N(Cc4cn(CC5CCCCC5)nn4)CCS3(=O)=O)cc2)cc1OC (stereo not given)
    -4%	9	?	-4%	0.2	1	-7%	4	-6%
O=C(NCCC1=CCCCC1)C1CCN(S(=O)(=O)c2cnc[nH]2)CC1
    -22%	-18	-14%	-6%	-1.6	-1	-5%	2	4%
CC(=O)[C@H]1[C@H](CCc2ccccc2)NC(=O)N(Cc2ccccc2)[C@@H]1C
    -15%	0	?	11%	1.5	-13	-3%	0	-3%
CCOC(=O)[C@]12CCC=C1N(Cc1cccc3ccccc13)C(=O)[C@H](CC(=O)NCCCN1CCCC1=O)C2
    -6%	13	-2%	-2%	-0.8	3	4%	-1	2%
CCOC(=O)CCC(=O)Nc1ccc(S(=O)(=O)N2CCC(C)CC2)cc1
    -2%	16	3%	6%	-0.8	1	-20%	0	2%
O=C(NC1CCCCC1)C(c1ccccc1)N(Cc1ccc2c(c1)OCO2)C(=O)c1cnsn1 (stereo not given)
    -12%	?	?	-9%	0.2	-2	1%	8	2%[57.1 µM]
CC(C)(C)OC(=O)NCCCC[C@H](NC(=O)c1[nH]cnc1C(=O)Nc1ccc(CNC(=O)OC(C)(C)C)cc1)C(=O)OC(C)(C)C
    -2%	94	?	-32%	0.1	18	-2%	-3	-13%
COc1ccc2oc(C(F)(F)C(F)F)cc(=O)c2c1
    -13%	-23	3%	-2%	-3.7	5	8%	3	-35%[57.1 µM]
O=C(NCCCN1CCOCC1)c1onc(CSc2nc3ccccc3[nH]2)c1C(=O)NCCCN1CCOCC1
    -18%	-6	15%	0%	1.0	-3	-5%	1	2%
O=S(=O)(NCC(c1ccc2c(c1)OCO2)N1CCOCC1)c1ccccc1 (stereo not given)
    -14%	0	-13%	9%	0.9	4	5%	3	6%
O=C(CNC(=O)c1cccc(F)c1)NC1CC1
    -3%	3	12%	3%	-1.8	2	-1%	3	-7%
O=C(O)c1cccc(CN2C(=O)c3ccccc3C2=O)c1
    -8%	1	5%	-4%	1.1	-9	1%	1	2%
Cc1cc(-n2nc(C)cc2C)nc(NS(=O)(=O)c2ccccc2)n1
    -1%	?	33%[activator]	-8%	0.8	16	-1%	-9	-5%
COc1cc(C(=O)Nc2ccc(OCC(=O)N3CCOCC3)cc2C)cc(OC)c1OC
    -6%	8	25%	-6%	0.3	3	3%	0	2%
CC(=O)Nc1nn(C)c2nc(C)cc(C)c12
    0%	3	1%[0.307 µM]	7%[0.307 µM]	-0.3	-6	1%	0	0%
Cc1cccc(C)c1NC(=O)CSc1ncnc2nc[nH]c12
    -4%	8	13%	-34%	-0.5	2	-5%	.	1%
COc1cc(OC)cc(C(=O)Nc2cc(-c3nc4cc(Cl)ccc4o3)ccc2Cl)c1
    .	.	2%	0%	.	-7	2%	.	.
COc1ccc(NC(=O)C2=C(C)Nc3ncnn3C2c2ccc[nH]2)cc1 (stereo not given)
    .	.	49%[activator]	3%	.	7	2%	.	.
O=C(C=Cc1ccc(Cl)s1)c1ccc(Cl)s1
    -7%	-16	?	1%	-0.9	-14	11%	8	-5%
COc1ccccc1N1CCN(C(=O)C2CCN(S(=O)(=O)c3ccc4c(c3)CC(C)N4C(=O)C3CC3)CC2)CC1 (stereo not given)
    -5%	13	?	-9%	-0.4	-18	0%	3	-4%
CCc1nc2ccccc2c(=O)n1/N=C/c1ccc(OC)cc1
    6%	-20	19%	7%	-4.0	-1	0%	-4	3%
CN(C)S(=O)(=O)c1cccc(NC(=O)c2cc(-c3cccs3)nn2-c2cccc(Cl)c2)c1
    -3%	3	-40%	?	1.0	-3	-24%	-3	-10%
COc1cccc(OCCOc2ccccc2[N+](=O)[O-])c1
    -1%	-23	0%	1%	-4.8	-7	2%	2	-13%
Cc1cc(C)cc(Oc2ccc(S(=O)(=O)N3CCN(C)CC3)cn2)c1
    2%	14	?	2%	-3.4	11	-17%	-1	5%
CCOc1cc(S(=O)(=O)NCC2OCCc3ccccc32)c(OCC)cc1-n1cnnn1 (stereo not given)
    -1%	-11	0%	-1%	-2.7	2	12%	.	-7%
Cc1cc(C(F)F)n2nc(C(=O)Nc3ccc(S(=O)(=O)N4CCCC4)cc3)nc2n1
    -7%	2	3%	-5%	0.9	-7	7%	1	4%
Cn1cnc2cc(NCc3ccccc3O)ccc21
    -2%	70	8%	4%	-0.5	1	-1%	0	0%
COc1ccc(NS(=O)(=O)c2cc(OCC(N)=O)c(C)cc2Cl)cc1
    -11%	4	8%	-14%	-1.0	6	1%	-3	3%
NC(=O)Nc1n[nH]c(-c2ccccc2)n1
    6%	20	16%	-45%	-2.8	2	-3%	2	3%
CCCCCN(C(=O)CCC(=O)OCc1cccc(C)c1)c1c(N)n(CCCC)c(=O)[nH]c1=O
    -8%	22	?	-2%	-3.7	-2	-1%	2	8%
CCc1cnc(Nc2nc(C(N)Cc3ccc(F)cc3)cs2)nc1 (stereo not given)
    -7%	14	?	?	-0.4	4	5%	1	8%
CC(=O)NCCc1nc2cc(NC(=O)c3ccccc3Cl)ccc2n1C
    -2%	0	14%	8%	-1.5	-5	-6%	2	-3%
CCOC(=O)CCSc1nc(C(C)(C)C)cc(C(F)(F)F)c1C#N
    -15%	15	?	15%	-1.6	-1	12%	3	1%
COc1ccc(CCC(C)N2CCc3ccccc3C2)cc1 (stereo not given)
    -4%	-112*	?	-4%	0.2	-5	13%	2	1%
COc1ccc(/C(C)=N/NS(=O)(=O)c2cc(C)ccc2C)c(OC)c1
    ?	-3	-3%	1%	-0.8	5	-1%	1	0%[57.1 µM]
COc1cccc(CN2CCN(Cc3cc4ccccc4o3)CC2CCO)c1 (stereo not given)
    -15%	-23	?	-6%	-1.7	-16	-1%	7	8%
O=C(/C=C/c1cccc(C(F)(F)F)c1)N1CCN(c2ccccn2)CC1
    -3%	-12	?	-8%	-0.5	-9	5%	2	-4%
Cc1sc2nc(CSCC(=O)N3CC(C)OC(C)C3)[nH]c(=O)c2c1C (stereo not given)
    -5%	4	6%	1%	-5.8	-11	5%	-3	4%
CC1CCN(C(=O)CN2C(=O)COc3ccc(Cl)cc32)CC1
    -15%	-24	-14%	4%	2.8	-9	11%	-2	7%
COc1cc(CNC2CCCCC2)c(Br)cc1OC1CCCC1
    -11%	-3	?	5%	-0.5	-14	21%	1	-5%
O=C(NNC(=O)c1cc(-c2ccncc2)nc2ccccc12)c1cccc(Cl)c1
    -5%	-1	14%	21%	3.3	3	5%	-6	-12%
O=C(NC1CCS(=O)(=O)C1)c1cccc(Cl)c1 (stereo not given)
    -2%	6	-13%	5%	0.5	3	8%	2	-5%
CC(C)c1ccccc1NC(=O)c1cccnc1
    -2%	-15	9%	-20%	0.5	-9	-13%	-7	1%
CCC(=Cc1ccccc1OC)c1ccncc1
    3%	14	-21%	-3%	1.2	11	22%	3	-6%
Cc1nn2c(-c3ccccc3)nnc2c2ccccc12
    -5%	-17	0%	2%	-2.4	3	33%	-1	8%
CCc1ccc(CNC(=O)C2CCC(=O)N(CCc3ccc(Cl)cc3)C2)nc1 (stereo not given)
    -5%	7	-28%	0%	0.3	2	5%	-6	2%
O=C(c1cc([N+](=O)[O-])cc([N+](=O)[O-])c1)N1CCN(Cc2ccc3c(c2)OCO3)CC1
    1%	-1	7%[7.66 µM]	9%[7.66 µM]	0.5	3	0%	0	4%
C[C@@H]1CN([C@H](C)CO)C(=O)CCCn2cc(nn2)CO[C@H]1CN(C)C(=O)Nc1ccc2c(c1)OCO2
    -14%	18	3%	2%	0.5	-4	-5%	3	-5%
Cn1nc(C(F)(F)F)c(-c2ccccc2)c1NC(=O)CCC(=O)O
    2%	14	11%	-24%	0.9	-7	4%	6	-1%

Some entries already given, showing only WRN inhibitor and PI5P4K alpha inh:
SMILES,WRN inhibitor,PI5P4K alpha inh
CCc1cnc(Nc2nc(C(N)Cc3ccc(F)cc3)cs2)nc1 (stereo not given),8%,1
CC(=O)NCCc1nc2cc(NC(=O)c3ccccc3Cl)ccc2n1C,-3%,2
